OX1R antag-1: antagonists of human orexin 1 receptor. O43613. CHO/OX1R cells, Fluo-8 calcium fluorescence, orexin A. inhibition, % at 5 µM. 330,000 tested, 0.43% active. AID 434989;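 active = inhibition above its plate's threshold, mean inhibition of all tested compounds on the plate plus 3 SD, cut at about 37% in these data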;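 note: 0% = orexin A challenge wells and 100% = SB-334867-A antagonist wells; not every result past the cut was called active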
Target sequence (O43613 whole entry, looked up): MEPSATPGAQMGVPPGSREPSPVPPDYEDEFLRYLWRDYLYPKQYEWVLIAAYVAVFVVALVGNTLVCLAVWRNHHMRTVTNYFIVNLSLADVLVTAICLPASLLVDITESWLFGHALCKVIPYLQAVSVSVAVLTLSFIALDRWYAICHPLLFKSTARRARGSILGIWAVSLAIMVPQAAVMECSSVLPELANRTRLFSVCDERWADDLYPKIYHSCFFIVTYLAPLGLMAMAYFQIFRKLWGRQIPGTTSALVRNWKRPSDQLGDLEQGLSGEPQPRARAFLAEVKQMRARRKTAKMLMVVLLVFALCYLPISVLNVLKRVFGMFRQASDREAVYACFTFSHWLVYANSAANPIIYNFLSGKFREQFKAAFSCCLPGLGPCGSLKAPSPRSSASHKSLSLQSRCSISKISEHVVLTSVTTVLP
OX1R antag-2: OX1R (human) antagonism; O43613; inhibition, % at 6.6 µM; OX1R-expressing cells, FRET antagonist read-out; 330,000 tested, 1.8% active; AID 485270; in the data active = inhibition mostly above about 38%, no sharp cut-off; inactive = mostly below about 40%;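 note: 0% = agonist challenge alone and 100% = reference antagonist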
* hit, by the source's call. This is a random part of the collection; overall some 2.1% were active at least once.

SMILES | OX1R antag-1 | OX1R antag-2
Cc1cc(C(=O)Nc2sc3c(c2C#N)CCC(C)C3)no1 (stereo unspecified) | -22.7 | 3.0
Cn1c(=O)c2cnc(-c3ccc(C(F)(F)F)cc3)nc2n(C)c1=O | -17.7 | -2.1
CCc1cc2c(SCC(=O)NC3CCS(=O)(=O)C3)ncnc2s1 (stereo unspecified) | -18.6 | 18.2
CNC(=O)C1C2C=CC3(O2)C1C(=O)N(CCOC)C3C(=O)NCc1ccc(OC)cc1 (stereo unspecified) | 0.5 | 21.0
Cc1ccc(CS(=O)(=O)CCC(=O)NCCC(C)C)cc1 | -22.7 | 1.5
CC(=O)Nc1ccc(NC(=O)C(C)OC(=O)CC2CCCCC2)cc1 (stereo unspecified) | -10.5 | 1.2
CN(CC(=O)Nc1ccc([N+](=O)[O-])cc1Br)Cc1c(F)cccc1Cl | -24.2 | 25.3
CCN(CC)c1c(-c2ccccc2)c2cc(C)ccc2[nH]c1=O | -1.1 | 8.4
CCNc1nc(NCC)nc(N(C)/N=C/c2ccco2)n1 | -34.8 | 6.7
N=C1C(c2ccccc2)=C(O)CN1c1cccc(S(=O)(=O)NCc2ccco2)c1 | -2.7 | 1.0
CCOC(=O)C(C)n1cnc2c(nnn2-c2ccccc2)c1=O (stereo unspecified) | -18.9 | 18.2
Cc1ccc(NC(=S)NC2CC3CCC(C2)N3Cc2ccco2)c(C)c1 (stereo unspecified) | -22.7 | 7.1
COc1ccc(-n2c(C)cc(-c3csc(N)n3)c2C)cc1 | -10.2 | 15.3
CCN(CC)C(=O)[C@H]1CC(CC(=O)NCCN2CCOCC2)C(=O)N2CCc3c([nH]c4ccccc34)[C@]12C (stereo partly specified) | 3.5 | 1.9
O=C(/C=C/c1ccc(Cl)cc1Cl)OCC(=O)N1CCCC1 | -5.4 | 14.4
Cc1c(NC(=O)COC(=O)C2(c3ccc(F)cc3)CCCC2)c(=O)n(-c2ccccc2)n1C | 1.3 | 3.4
CCc1cc(C(=O)NNC(=S)NC2CCCCC2)cs1 | -1.1 | 24.3
O=C(O)[C@H](Cc1ccccc1)N1C(=O)c2ccncc2C1=O | -13.0 | 9.8
O=C(OCc1cc2ccccc2[nH]c1=O)C1CCCCC1 | -14.8 | 13.5
Cc1c(N2C(=O)SC(CC(=O)O)C2=O)c(=O)n(-c2ccccc2)n1C (stereo unspecified) | -12.3 | 24.7
COc1cccc(-c2nnc(-c3ccc(C)o3)o2)c1 | -30.7 | 21.8
Fc1ccc(-c2nnc(CSc3nnc(-c4ccc5c(c4)OCO5)o3)o2)cc1 | -33.0 | 11.6
C/C(=N\OC(=O)NC(C)C)c1sc(-c2ccccc2)nc1C | -25.3 | 53.2
COc1cc2ccccc2cc1C(=O)Nc1ccc(C)cn1 | -8.0 | 19.1
O=C(O)CCCc1nc2ccccc2s1 | 1.1 | 13.6
CC1CCCC(C)N1S(=O)(=O)c1ccc(S(=O)(=O)N2CCOCC2)cc1 (stereo unspecified) | -2.3 | 10.8
Cn1c(/C=C/N(Cc2ccccc2)c2ccccc2)c([N+](=O)[O-])c(=O)n(C)c1=O | -20.2 | 6.5
O=C(CN1CCCc2ccccc21)N/N=C/c1ccccc1O | -25.9 | 16.6
O=c1cc(-c2ccc(O)c(-c3c(O)cc(O)c4c(=O)cc(-c5ccc(O)cc5)oc34)c2)oc2cc(O)cc(O)c12 | -1.4 | -6.7
O=C(O)c1ccccc1SCc1cn2cc(Cl)ccc2n1 | 2.1 | 1.1
COc1ccc(S(=O)(=O)NCc2ccccn2)cc1NC(=O)c1ccc(C)cc1 | -25.6 | 20.4
O=C(NNc1ccc(Cl)cc1)c1cccs1 | -21.2 | 6.8
Nc1nnc(CC(=O)Nc2ccccc2)s1 | -3.9 | 9.5
CCOC(=O)c1cccc(NC2c3ccccc3C(=O)N2Cc2ccco2)c1 (stereo unspecified) | -3.6 | 5.3
O=C(COc1ccc(Cl)cc1Br)N1CCN(c2ccccc2)CC1 | -23.8 | 4.6
CCn1c(SCC(=O)NCC2CCCO2)nc2c(c1=O)SC(C)C2 (stereo unspecified) | -11.0 | 10.7
Clc1ccc(-c2csc(NNC3=NCCCCC3)n2)cc1 | -31.2 | 8.5
Cn1c(N)c(C(=O)N/N=C/c2ccccc2)sc1=S | 90.9* | 93.1*
COc1ccc(-n2c3c(c(=O)[nH]c2=O)C(C(F)(F)F)(C(F)(F)F)N=C(CC(C)C)N3)cc1 | -19.4 | 9.6
O=C(c1ccc(C(F)(F)F)cc1)C1CCCN(C(=O)Cn2cncn2)C1 (stereo unspecified) | -24.0 | 27.5
CCCc1nn(C)c(C(=O)Nc2cccc3ccccc23)c1Cl | -39.5 | 14.3
Cc1cc(C)cc(NC(=O)c2cc(C)n(Cc3cccs3)c2C)c1 | 9.9 | 16.6
Cc1cc(NC(=O)C(C)SCC(=O)Nc2nnc(CC(C)C)s2)no1 (stereo unspecified) | -26.7 | 9.6
Cc1ccnc(NC(c2ccccc2O)c2oc(CO)cc(=O)c2O)c1 (stereo unspecified) | -2.5 | 1.3
COc1cc(NC(=O)CSc2ncnc3sc4c(c23)CCCC4)c(C(=O)O)cc1OC | -0.1 | 31.4
CN(Cc1nccs1)C(=O)c1ccc(OC2CCN(Cc3ccccn3)CC2)cc1 | 3.6 | 9.7
Nn1c(SCC(=O)Nc2ccc(Oc3ccccc3)cc2)nnc1C1CC1 | -11.6 | 6.5
CCOC(CNc1cc(C)nc2c(-c3ccccc3OC)c(C)nn12)OCC | -12.6 | 5.5
C=CCN1C(=O)CN=C1Nc1ccccc1 | 1.0 | 7.4
NC(=S)NNC(=O)Nc1cccc(Cl)c1 | -2.8 | -4.0
Next section
SMILES | OX1R antag-1 | OX1R antag-2
CCOc1ccc(C(=O)N(Cc2ccccc2)c2cccc(C)c2)cc1OC | -2.5 | 25.1
COC(=O)CC1=C(C(=O)OC)C(c2cc(OC)c(OC)cc2OC)C(C#N)=C(N)O1 (stereo unspecified) | -18.6 | 12.4
COc1ccnc(NCc2cccnc2)c1C#N | 3.8 | 10.2
O=C(O)CSCC(=O)N1CCN(c2nc3cc(Cl)ccc3s2)CC1 | -6.9 | 2.1
COc1ccccc1C(=O)c1cc2ccc(O)cc2oc1=O | -13.0 | 27.8
O=C(Cn1ncc2c([nH]c3ccccc32)c1=O)Nc1cccnc1 | -25.0 | 13.9
O=C1C2C3C=CC(C3)C2C(=O)N1Cc1cccnc1 (stereo unspecified) | -19.5 | 3.6
CN1CCN(CCCNC(=O)c2ccc3c(c2)N(Cc2ccc(F)cc2)CCS3)CC1 | -21.8 | 9.3
O=C(CCNS(=O)(=O)c1ccc(Br)cc1)N1CCCCCCC1 | -8.6 | 7.4
CCOC(=O)c1c(C)[nH]c(C)c1S(=O)(=O)N1CCN(C(=O)c2ccco2)CC1 | -17.3 | 13.4
O=C(O)c1sccc1SCc1ccc(Cl)c(Cl)c1 | -7.0 | 23.8
C=CCn1c(SCc2c(C)noc2C)nc2sc3c(c2c1=O)CCCC3 | -8.8 | 0.3
CCS(=O)(=O)NCC(c1ccco1)N1CCN(c2ccc(F)cc2)CC1 (stereo unspecified) | -13.2 | 13.2
Oc1ccccc1C1Nc2cccc3cccc(c23)N1 | 5.6 | 23.4
CCc1nnc(NC(=O)CSc2nnc(-c3c[nH]c4ccccc34)n2CCOC)s1 | -9.1 | 9.7
Cc1ccccc1/C=N/NC(=O)Cc1ccc(Cl)cc1 | -15.3 | 32.3
COc1ccccc1NC(=O)Nc1nn(C)c2cccc(N(C)C)c12 | -30.5 | 35.5
CC(C)CN1C(=O)c2ccc(C(=O)Nc3ccc(OCC(=O)O)cc3)cc2C1=O | -33.0 | 26.8
COc1ccc(C)cc1NC(=O)C(NCC1CCCO1)c1ccccc1 (stereo unspecified) | -13.3 | 18.4
COc1ccccc1/C=C1\SC(=S)N(C(C(=O)O)c2ccccc2)C1=O (stereo unspecified) | -12.0 | 21.4
CC(NC(=O)C1CCN(S(=O)(=O)c2cccc3cccnc23)CC1)c1ccccc1 (stereo unspecified) | 3.5 | 5.7
Nc1ncc(Br)cc1S(=O)(=O)NCCC(=O)NCCc1ccc(Cl)cc1 | -26.6 | 29.5
C#CCOCCOCCOCCNc1nc(N2CCN(C(=O)Cn3cc(CCCCN)nn3)CC2)nc(N2CCN(C(=O)Cn3cc(CC(C)O)nn3)CC2)n1 (stereo unspecified) | 1.8 | -1.1
Cc1cc(C)nc(N2CCC(C(=O)NCc3ccccc3F)CC2)n1 | -19.3 | 18.1
COc1ccc(Cl)cc1N(CC(=O)NC1CC2CCC1C2)S(=O)(=O)c1ccccc1 (stereo unspecified) | -20.3 | 26.2
CC(=O)NC12CC3CC(C1)CC(C(=O)OCC(=O)Nc1c(F)cccc1F)(C3)C2 | -10.4 | 5.3
Cc1cccc(NC(=S)NCc2ccco2)n1 | -14.3 | 11.6
COc1ccc(S(=O)(=O)Nc2cccc3c2O[C@H](CN(C)CC2CC2)[C@@H](C)CN([C@H](C)CO)C3=O)cc1 | -5.0 | 5.1
O=S(=O)(O)c1ccc(SCc2ccccc2)nc1 | -1.9 | 0.2
CC(OC(=O)c1nsc(Cl)c1Cl)C(=O)NCc1ccc2c(c1)OCO2 (stereo unspecified) | -7.3 | 5.2

Entries of single compounds, quoted from the list. Values in the order: OX1R antag-1 | OX1R antag-2
CC(=O)Nc1ccc(NC(=O)C(C)OC(=O)CC2CCCCC2)cc1 (stereo unspecified) as listed: -10.5 | 1.2
COc1ccc(S(=O)(=O)Nc2cccc3c2O[C@H](CN(C)CC2CC2)[C@@H](C)CN([C@H](C)CO)C3=O)cc1 as listed: -5.0 | 5.1

(cont.)
SMILES | OX1R antag-1 | OX1R antag-2
Cn1nc([N+](=O)[O-])nc1Oc1ccccc1N | -6.3 | 20.4
CCC(=O)c1ccc(NC(C)=O)cc1O | -11.4 | 2.0
Brc1ccc(CNCC2CCCO2)cc1 (stereo unspecified) | -2.6 | -3.9
C[C@H](CO)N1C[C@H](C)[C@@H](CN(C)Cc2ccc(Cl)c(Cl)c2)Oc2c(NS(=O)(=O)c3cccs3)cccc2C1=O | 7.4 | 12.4
COCCCn1c(=NC(C)=O)c(C#N)cc2c(=O)n3cccc(C)c3nc21 | -4.0 | 23.1
COc1ccc(NS(=O)(=O)c2cccc(NC(=O)CCC(=O)c3ccc(Cl)cc3)c2)cc1 | 14.7 | 14.5
COc1ccc(CC2(C)OC(c3ccncc3)=NN2C(C)=O)cc1 (stereo unspecified) | -8.9 | 32.0
Cc1ccc(Cn2nnc3c(=O)[nH]c(C4CCN(S(=O)(=O)/C=C/c5ccccc5)CC4)nc32)cc1 | -33.6 | 18.1
COc1cccc(N2C(=O)C3CCCN3C2c2ccc(N(C)C)cc2)c1 (stereo unspecified) | -11.3 | 15.0
CC(=O)NC(C)c1ccc(C(=O)CSc2nnc(C3CC3)n2C2CC2)cc1 (stereo unspecified) | -7.3 | -1.6

Random excerpt: five compounds from above.
SMILES | OX1R antag-1 | OX1R antag-2
COc1ccc(NS(=O)(=O)c2cccc(NC(=O)CCC(=O)c3ccc(Cl)cc3)c2)cc1 | 14.7 | 14.5
CC(=O)NC(C)c1ccc(C(=O)CSc2nnc(C3CC3)n2C2CC2)cc1 (stereo unspecified) | -7.3 | -1.6
Cn1nc([N+](=O)[O-])nc1Oc1ccccc1N | -6.3 | 20.4
Brc1ccc(CNCC2CCCO2)cc1 (stereo unspecified) | -2.6 | -3.9
COc1ccc(CC2(C)OC(c3ccncc3)=NN2C(C)=O)cc1 (stereo unspecified) | -8.9 | 32.0

The list continues:
SMILES | OX1R antag-1 | OX1R antag-2
O=C(Nc1cc(C(F)(F)F)ccc1Cl)C(Sc1n[nH]c(=O)[nH]c1=O)c1ccccc1 (stereo unspecified) | -14.8 | 23.4
COc1ccc(CN(C)S(=O)(=O)c2nnc(NC(=O)c3ccccc3OC)s2)cc1OC | -38.2 | 48.9*
Cc1cc(=O)oc2c3c(cc(OCC(=O)N[C@@H](CC(C)C)C(=O)O)c12)OC(C)(C)CC3 | -8.2 | 3.5
Cc1ccc(CN(C)CC(=O)NC(C)c2ccccc2)cc1 (stereo unspecified) | -9.9 | 11.9
NC(=O)c1ccsc1NC(=O)COC(=O)/C=C/c1ccccc1 | 5.1 | 39.7
CC1CCCCN1C(=O)Cn1cc(C(=O)c2ccco2)c2ccccc21 (stereo unspecified) | -7.1 | 1.4
COc1ccc(CC(=O)Nc2ccc(F)c(Cl)c2)cc1S(=O)(=O)N1CCOCC1 | -19.8 | 6.7
CCCCn1c(SCC(=O)Nc2cccc(C)n2)nnc1-c1ccco1 | -4.7 | 55.3
CCOC(=O)C1CCN(C(=O)/C=C/c2ccccc2OC)CC1 | -28.1 | 31.1
S=C(NCC1CCCO1)N1CCc2ccccc2C1 (stereo unspecified) | -9.1 | 22.9
Cn1cccc1C1C(C#N)=C(N)OC2=C1C(=O)CC(C)(C)C2 (stereo unspecified) | -20.0 | 15.2
COc1ccccc1CC(=O)O/N=C(\N)c1cccc([N+](=O)[O-])c1 | -35.8 | 20.2
Cc1ccc(CCNC(=O)c2ccc(CS(=O)(=O)c3ccccc3C)o2)cc1 | -26.9 | 15.9
CC(c1ccccc1)C1CC(=O)N(Cc2ccco2)C1=O (stereo unspecified) | -30.2 | 5.9
CC(=O)N(Cc1ccco1)C1(C(=O)NC2CCCCC2)CCCCC1 | -19.6 | 15.1
CC(C)=CCSc1nnc([C@@H](NC(=O)OC(C)(C)C)C(C)C)o1 | -33.4 | 20.5
CC1Cc2cc(S(=O)(=O)CCC(=O)NCc3ccco3)ccc2N1C(=O)C1CC1 (stereo unspecified) | -14.9 | 21.0
Cc1ccc2[nH]c(O)c(N=NC(=O)C3CC3c3ccccc3)c2c1Br (stereo unspecified) | -15.2 | 8.1
COC(=O)c1ccc(COc2ccccc2/C=C(\C#N)C(=O)Nc2ccc(C)cc2)cc1 | -15.8 | 10.0
O=[N+]([O-])c1ccccc1N/N=C/c1cc2ccccc2nc1Cl | -20.6 | 19.1
O=C(Nc1nnc(-c2ccncc2)s1)C1CCCO1 (stereo unspecified) | -6.1 | -1.9
COCCn1c(SCC(=O)Nc2cccnc2Cl)nc2ccccc2c1=O | -22.3 | 3.4
Cc1ccc(-c2nc3cccnc3s2)cc1NS(=O)(=O)c1cccs1 | -13.6 | 40.6*
